ERAP1 inh: blocks human ERAP1 aminopeptidase activity; actives 0.15% (n = 340,000); inhibition, % at 10.7 µM; recombinant ERAP1, Leu-AMC fluorescence, 60 min;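 active = mean replicate inhibition of at least 30%, or all replicates individually reaching that 30% level; inactive = mean below 30% and not every replicate reaching it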;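 also: 0% = neutral control wells and 100% = L-leucinethiol positive control wells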
Target sequence (Q9NZ08 whole entry, looked up): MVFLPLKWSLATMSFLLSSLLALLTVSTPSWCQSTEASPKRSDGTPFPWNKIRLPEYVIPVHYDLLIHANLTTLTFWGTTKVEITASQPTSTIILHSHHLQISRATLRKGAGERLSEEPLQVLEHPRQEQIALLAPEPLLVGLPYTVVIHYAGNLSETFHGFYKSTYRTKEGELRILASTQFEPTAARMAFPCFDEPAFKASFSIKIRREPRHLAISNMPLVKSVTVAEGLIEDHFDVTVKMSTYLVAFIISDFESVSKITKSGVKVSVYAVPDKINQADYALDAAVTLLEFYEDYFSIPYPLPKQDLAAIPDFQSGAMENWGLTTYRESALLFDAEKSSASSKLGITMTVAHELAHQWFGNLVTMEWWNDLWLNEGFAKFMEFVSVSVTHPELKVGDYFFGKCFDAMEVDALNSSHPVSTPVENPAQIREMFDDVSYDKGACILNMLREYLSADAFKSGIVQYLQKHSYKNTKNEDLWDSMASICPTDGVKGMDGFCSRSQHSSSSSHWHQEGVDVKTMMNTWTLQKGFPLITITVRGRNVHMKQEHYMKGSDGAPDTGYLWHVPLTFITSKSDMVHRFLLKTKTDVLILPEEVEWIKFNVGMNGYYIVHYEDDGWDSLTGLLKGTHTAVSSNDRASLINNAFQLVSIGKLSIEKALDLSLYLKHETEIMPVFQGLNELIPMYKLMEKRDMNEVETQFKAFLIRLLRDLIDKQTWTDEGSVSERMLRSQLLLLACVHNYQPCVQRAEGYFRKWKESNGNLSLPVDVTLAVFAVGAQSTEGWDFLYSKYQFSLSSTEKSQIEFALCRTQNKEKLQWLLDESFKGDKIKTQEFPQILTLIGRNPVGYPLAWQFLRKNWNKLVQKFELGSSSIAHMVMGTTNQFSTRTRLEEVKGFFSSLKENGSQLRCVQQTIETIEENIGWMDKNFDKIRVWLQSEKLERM
SIRT5 inh: inhibitors of human sirtuin-5 desuccinylase; Purified SirT5, succinyl-peptide AMC, trypsin-coupled fluorescence; inhibition, % at 15 µM; actives 1.1% (n = 330,000); in the data active = inhibition above about 15%; inconclusive = no clear call, values can overlap the other calls
Casp6 inh: caspase-6 (human) enzyme inhibition; P55212; purified caspase-6, Z-VEID-R110 cleavage fluorescence; inhibition, % at 12.5 µM; actives 0.53% (n = 350,000); AID 686996;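 active = mean inhibition across replicates at least about 35%, with every replicate also reaching that limit, limit read from the data; inconclusive = only one of the two criteria met; inactive = neither criterion met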;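 also: 0% = median of neutral control wells and 100% = no fluorescence left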
miR122 inh: inhibitors of miR-122 in Huh7 cells | Huh7 miR-122 Renilla luciferase sensor, 48 h; neutral wells = 0, positive control = 100 | activation (reporter increase), % at 12.5 µM | actives 0.3% (n = 340,000) | AID 602342;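 active = mean replicate activation score at least 90 and every replicate individually at or above 90; inconclusive = only one of the two criteria met; inactive = neither criterion met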;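 also: higher luciferase means less miR-122 activity so hits act as miR-122 inhibitors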
CFTR F508del cor: CFTR F508del correction in bronchial cells. CFBE cells, YFP halide quenching; stimulated with forskolin plus potentiator P3; % fluorescence drop versus neutral controls. activity (quench increase), % at 7.58 µM. actives 0.36% (n = 350,000). AID 720511;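 active = mean added fluorescence quench of at least 8% versus neutral control, with both replicates also reaching 8%; inconclusive = only one of the mean or replicate conditions met; inactive = mean below 8% and not both replicates reaching 8%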;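 also: cells transiently co-express mutant CFTR-F508del with the halide-sensitive YFP; corrector assay measuring rescue of mutant channel to the surface after 24 h compound exposure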
ERp5 inh: ERp5 (human) disulfide isomerase inhibition; ERp5 insulin aggregation, absorbance 650 nm, 90 min; inhibition, % at 9.99 µM; actives 0.05% (n = 350,000); AID 651711;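 active = mean replicate inhibition above about 25%, with every replicate also reaching it, limit read from the data, passing the limit was not always enough; inconclusive = only one of those two criteria met; inactive = neither criterion met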
DENV2 CPE: protects cells from dengue virus 2 cytopathic effect | DENV2-infected cells, cytopathic effect rescue, plate reader | actives 1.7% (n = 350,000) | CPE inhibition, % at 9.99 µM | AID 651640; in the data active = CPE inhibition above about 20%, passing the limit was not always enough; inconclusive = no clear call, values can overlap the other calls; tested in BHK-21 cells;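 also: 0% = median of neutral control wells and 100% = median of positive control wells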
Numbers without * were called inactive; ? = inconclusive; nt = not tested or not shown; [ ] = another dose, or the depositor's remark.

SMILES,ERAP1 inh,SIRT5 inh,Casp6 inh,miR122 inh,CFTR F508del cor,ERp5 inh,DENV2 CPE
CCOC(=O)N1CCN(c2c(N3CC=C(c4ccccc4)CC3)c(=O)c2=O)CC1,6,0,6,-8,1.3,8,-5
CCN(Cc1cccs1)C(=O)CN1C(=O)NC(c2ccccc2)(c2ccccc2)C1=O,4,3,3,3,-2.8,6,-5
C[C@H](NC(=O)C[C@H]1CC[C@H]2[C@@H](COc3ccc(NC(=O)C4CCOCC4)cc3C(=O)N2C)O1)c1ccccc1,-1,2,2,-26[16.7 µM],1.6,4,6
COC(=O)CSc1[nH]c2cc(C)ccc2c1[N+](=O)[O-],5,-1,1,-6,0.9,-3,5
COc1cccc(N2CC(NS(=O)(=O)c3ccc(Cl)cc3)CC2=O)c1 (stereo not given),-1,-2,1,-7,-2.4,4,13
CC(=O)Nc1ccccc1NC(=O)C/C(C)=N/NC(=O)c1ccccn1,2,0,-3,nt,nt,2,4
C[C@H]1CN([C@@H](C)CO)C(=O)Cc2cc(NC(=O)Nc3cccc4ccccc34)ccc2O[C@H]1CN(C)Cc1ccc(C(=O)Nc2ccccc2N)cc1,-4,0,-2,nt,-1.5,2,6
Cc1ccc(C)c(-n2sc3ccc(F)cc3c2=O)c1,10,nt,1,-4,-6.4,-3,?
N#CCC(CNc1ncc(C(F)(F)F)cc1Cl)OC(=O)c1ccc(Cl)cc1Cl (stereo not given),0,-2,0,nt,2.5,-4,0
COc1ccccc1NC(=O)Cc1cccc2ccccc12,2,-2,-2,nt,1.3,1,6
Cc1noc(C)c1NC(=O)N(C)C[C@@H]1Oc2c(NC(=O)c3nc4ccccc4s3)cccc2C(=O)N([C@H](C)CO)C[C@@H]1C,-2,-1,1,7[16.7 µM],-0.2,-4,?
C[C@@H]1CN([C@H](C)CO)C(=O)Cc2cc(NC(=O)Nc3ccc4c(c3)OCO4)ccc2O[C@@H]1CN(C)Cc1ccncc1,2,-5,-2,-8[16.7 µM],1.0,0,-3
COc1ccc(C2NCCc3c2[nH]c2ccccc32)cc1COc1ccc(F)cc1 (stereo not given),-2,-4,-24,nt,-4.1,5,3
O=S1c2ccccc2Oc2ccccc21,1,-1,0,0,4.2,4,-2
Cc1cccc(C(=O)NN2S(=O)(=O)c3ccccc3S2(=O)=O)c1,19,2,-3,0,-2.3,-2,-5
Cc1ccc(-n2c(SCC(=O)NCC3CCCO3)nc3ccccc3c2=O)cc1 (stereo not given),-3,3,-1,-2,2.4,4,-4
CCC1(c2ccccc2)NC(=O)N(CC(=O)NCC2COc3ccccc3O2)C1=O (stereo not given),0,-4,4,7,2.8,4,1
Cc1cc(C)cc(NC(=O)CSc2nnc(-c3ccncc3)o2)c1,1,-4,-4,nt,-3.9,10,3
CC1(C)CC(=NOC(=O)c2ccccc2)CC(C)(C)N1,0,0,2,-4,-0.4,2,-2
Nc1nc(Sc2ccc([N+](=O)[O-])cc2[N+](=O)[O-])n[nH]1,4,2,4,-8,-0.1,1,-1
C[C@H]1CN([C@@H](C)CO)C(=O)c2ccccc2-c2ccccc2CO[C@H]1CN(C)C(=O)Nc1ccc(F)cc1,2,1,2,nt,-0.8,0,4
O=C(Nc1ccc2nccnc2c1)Nc1ccccc1Cl,1,-1,1,nt,-0.1,0,2
Cc1ccc(CN2CC(N3CCN(C4CCN(C)CC4)CC3)CS2(=O)=O)cc1 (stereo not given),nt,-5,-60,5,-4.2,1,-1
CCCCCCC(C)OC(=O)c1ccccc1C(=O)O (stereo not given),-2,3,-1,-7,1.4,1,0
C[N+]1(C2CCC3CCCC2C3O)CCCCC1 (stereo not given),46*,-6,-9,nt,1.8,5,nt
CCC(=O)N1[C@H](CN(CC)C(C)=O)[C@@H](c2ccc(-c3ccccc3)cc2)[C@@H]1CO,nt,nt,nt,-7[16.7 µM],8.9*,-3,nt
C=CC[n+]1c(/C=C/c2ccc(OC(C)=O)c(OC)c2)ccc2ccccc21,5,0,-9,nt,2.5,3,17
C[C@@H]1CN([C@@H](C)CO)C(=O)c2cc(NS(=O)(=O)c3ccc(F)cc3)ccc2O[C@@H]1CN(C)C(=O)Nc1ccccc1,-4,0,2,10[16.7 µM],-1.7,12,36*
Cc1ccc(-c2ccc3c(c2)O[C@H](CN(C)C)[C@@H](C)CN([C@@H](C)CO)S3(=O)=O)cc1,3,0,-2,23[16.7 µM],nt,2,10
CC(C(=O)Nc1cccc(S(=O)(=O)N2CCOCC2)c1)N1CCN(c2ccc(F)cc2)CC1 (stereo not given),3,16*,-1,-3,1.3,12,-4
CN(C(=O)COC(=O)/C=C/c1ccc2c(c1)OCO2)c1c(N)n(Cc2ccccc2)c(=O)[nH]c1=O,-1,-4,-1,3,1.1,-2,0
O=C(Nc1ccccc1Cl)N1[C@@H]2CNC[C@H]1C2c1ccc(/C=C/c2ccccc2)cc1 (stereo not given in full),-2,-1,-1,nt,-0.7,-4,-8
Cc1ccc2nc(C(C)(C)C)c(Cc3cccc(F)c3)n2c1,2,4,1,4,3.7,-5,3
COc1ccccc1-c1ccc(=O)n(CC(=O)NCc2ccc3c(c2)OCO3)n1,3,-1,2,2,nt,1,nt
O=c1cc(N2CCc3ccccc32)[nH]c(=O)n1-c1ccc(Br)cc1,3,0,3,0,-1.1,-9,11
CC(=O)c1ccc(N2CCN(S(=O)(=O)c3cc4c(cc3C)NC(=O)CO4)CC2)cc1,3,-1,1,-6,2.7,4,-1
O=C(Nc1ccc(S(=O)(=O)Nc2ncccn2)cc1)c1ccccc1NS(=O)(=O)c1ccc(F)cc1,-1,-1,4,nt,nt,-1,-3
CCC(CC)C(=O)c1c[nH]c(C(=O)O)c1,4,-3,0,nt,1.6,5,0
COc1ccc(NC(=O)c2noc(C(C)C)c2[N+](=O)[O-])cc1,-1,nt,0,-2,0.8,-4,0
CN(C(=O)C1CCN(S(=O)(=O)c2ccccc2[N+](=O)[O-])CC1)C1CCCCC1,0,nt,2,-4,0.9,14,-5
Cc1ccc(S(=O)(=O)CCC(=O)OCC(=O)N(Cc2ccccc2)C(C)C)cc1,0,-1,3,nt,-1.1,3,10
O=C(C(=O)N1CCC(CNS(=O)(=O)c2cccc(C(F)(F)F)c2)CC1)c1cc2ccccc2o1,2,nt,-1,nt,0.7,3,4
Cc1cc2occ(CC(=O)NCc3cccs3)c2cc1C(C)C,4,nt,0,nt,nt,3,4
CC=Cc1ccc2n(c1=O)C[C@H]1[C@H](CO)[C@@H](C(=O)NCc3ccncn3)N(C(=O)C3CCCC3)[C@@H]21 (mixture of isomers),1,1,-1,nt,-3.4,3,-2
Cc1ccccc1CN1CCN(C(=O)c2ccc(F)cc2)CC1,-2,-2,3,nt,-0.2,4,-1
COc1ccccc1/C=C\C(=O)NCC(=O)N/N=C(\C)Cc1ccccc1,-3,-6,-2,nt,-2.3,?,-5
COc1ccc(S(=O)(=O)N2CCOCC2)cc1NC(=O)CN1CCC(Cc2ccccc2)CC1,6,-2,3,6,nt,-9,3
CCC(=O)N[C@H]1C=C[C@@H](CC(=O)NCC2CC2)O[C@H]1CO,0,-4,2,nt,-0.8,3,1
CN(NC(=O)CN1C(=O)c2ccccc2C1=O)C1=NS(=O)(=O)c2ccccc21,1,-2,1,-1,-0.5,1,nt
COc1ccc(NC(=O)N(C)C[C@@H]2Oc3c(NC(=O)Nc4c(C)noc4C)cccc3C(=O)N([C@H](C)CO)C[C@H]2C)cc1,4,3,-3,1[16.7 µM],1.1,0,6
CC(OC(=O)C1CCCC1)C(=O)Nc1ccc(C(N)=O)cc1 (stereo not given),1,-3,0,nt,-4.7,2,0
C=CC[C@@]12N=C(c3ccc(OCCCO)cc3)O[C@@H]1c1ccccc1CN(CCS(=O)(=O)c1ccccc1)C2=O,2,0,1,nt,2.4,1,-8
Cc1cccc(N2CCN(S(=O)(=O)c3c(C)noc3/C=C/N(C)C)CC2)c1C,-2,-9,-1,-3,-0.1,-23,-1
Cn1c(CC(=O)NNC(=O)c2ccc(F)cc2F)nc2ccccc21,-2,-4,-2,-3,-5.8,5,0
O=C(C[C@H]1C=C[C@H](NC(=O)c2ccncc2)[C@H](CO)O1)Nc1ccccc1,-3,4,0,nt,-0.6,-3,6
Nc1c(Cl)cc(C2=NCCn3c2c2ccc([N+](=O)[O-])cc2[n+]3[O-])cc1Cl,-2,nt,nt,-15,-3.4,6,2
COc1cc(OC)cc(C(=O)NC(c2ccccc2)c2ccccc2)c1,2,-1,3,5,-1.5,2,14
N#Cc1c(-c2ccc(F)cc2)cc(-c2ccccc2)nc1SCC(=O)NCC(=O)O,3,0,1,3,1.0,0,-4
CC(C)NC(=O)c1cccc2c1-c1ccccc1C2=O,1,-2,-2,0,-0.1,-2,0
CCC(=O)Nc1ccc2c(c1)OC[C@H](C)N(Cc1ccccc1OC)C[C@H](C)[C@H](OC)CN(C)C2=O,-1,9,-1,nt,-0.5,-6,11

2 of these compounds, reformatted.
Values run as follows: ERAP1 inh | SIRT5 inh | Casp6 inh | miR122 inh | CFTR F508del cor | ERp5 inh | DENV2 CPE
CCC(=O)N1[C@H](CN(CC)C(C)=O)[C@@H](c2ccc(-c3ccccc3)cc2)[C@@H]1CO
 : nt | nt | nt | -7[16.7 µM] | 8.9* | -3 | nt
CC(C)NC(=O)c1cccc2c1-c1ccccc1C2=O
 : 1 | -2 | -2 | 0 | -0.1 | -2 | 0

Going on with the list.
SMILES,ERAP1 inh,SIRT5 inh,Casp6 inh,miR122 inh,CFTR F508del cor,ERp5 inh,DENV2 CPE
Cc1ccc(CNC(=O)CCCCn2c(=O)[nH]c3ccsc3c2=O)cc1,nt,-1,-2,-1,-3.0,2,8
COc1ccc2c3c(n(C)c2c1)[C@H](CO)N(S(C)(=O)=O)CC31CCN(C(=O)C2CCC2)CC1,2,0,1,nt,0.9,-20,-8
COc1ccc(C(=O)Nc2nc(CC(=O)NCCc3ccccc3)cs2)cc1,-1,-11,-2,nt,0.5,-3,-7
C/C=C/c1ccc([C@@H]2[C@@H](CO)N3C(=O)CN(C(=O)Nc4ccc(OC)cc4)C[C@@H]23)cc1,1,-4,0,nt,-0.9,2,8
CCCCNC(=O)C1CCCN(S(=O)(=O)c2c(C)noc2/C=C/c2cccs2)C1 (stereo not given),nt,3,-2,0,1.0,-1,0
CS(=O)(=O)c1cccc(C(=O)Nc2ccc3c(c2)OCCCO3)c1,-1,-2,0,nt,-0.2,3,-1
O=C(NCc1cccc(C(F)(F)F)c1)C1C(=O)Nc2ccccc2C(=O)N1Cc1ccccc1 (stereo not given),-4,0,3,nt,0.7,-3,16
COc1ccccc1NC(=O)NC1CC(=O)N(c2ccc3c(c2)OCCO3)C1 (stereo not given),-2,0,-4,5,-0.3,-6,-6
